Assay outcomes from PubChem BioAssay.
PI4K2A block – inhibitors of human PI4K2A | actives 0.13% (n = 420,000) | activity change, negative = inhibition, % at 76.9 µM | Q9BTU6 | purified PI4K2A, ADP-Glo luminescence, 1 h; hits give low values; in the data active means activity change below about -50%; inconclusive means mostly about -30% to -49%;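 further: -100% = wells without enzyme as full effect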
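In this quantitative HTS, ADP production by PI4K2A was quantified luminescently after 1 h at ambient temperature; 100 microM adenosine served as plate-quality control.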
Tb PGK inh – inhibitors of T. brucei phosphoglycerate kinase; Potency, µM (titrated, usually from 57.5 µM), without a hit: at the top dose activity change, negative = inhibition, most hits filed as inhibitors; PGK/GAPDH coupled, Kinase-Glo luminescence, 60 min; AID 602233; actives 0.043% (n = 380,000); further: potency means the concentration at half of the fitted maximal effect; on the % scale 0 is the no-effect control and ±100 the full control effect; nearly all actives have a fitted effect of over 60% in size
Target sequence (P07378 whole entry, looked up): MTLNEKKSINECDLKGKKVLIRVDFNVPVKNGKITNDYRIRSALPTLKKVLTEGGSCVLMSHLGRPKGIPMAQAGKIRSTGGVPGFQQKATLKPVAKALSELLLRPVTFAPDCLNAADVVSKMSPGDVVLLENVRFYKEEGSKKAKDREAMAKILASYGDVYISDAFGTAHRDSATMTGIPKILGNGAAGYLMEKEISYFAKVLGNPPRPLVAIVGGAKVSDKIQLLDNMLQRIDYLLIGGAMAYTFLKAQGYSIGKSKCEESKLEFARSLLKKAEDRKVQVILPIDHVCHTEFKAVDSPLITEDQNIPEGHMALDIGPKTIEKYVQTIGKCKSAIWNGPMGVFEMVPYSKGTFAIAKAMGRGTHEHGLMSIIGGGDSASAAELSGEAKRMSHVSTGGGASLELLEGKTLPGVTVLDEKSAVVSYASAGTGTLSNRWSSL
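Recombinant glycosomal PGK reaction used 1,3-bisphosphoglycerate generated in-well by GAPDH (100nM final) in 100mM TEA pH 7.6, 5mM MgCl2, 0.01% Tween-20. After 60 minutes at room temperature, ATP was read by Kinase-Glo Plus luminescence end-point.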
GLS inhibitor – inhibitors of human glutaminase (GLS) | Potency, µM (highest dose often 45.5 µM), without a hit: at the highest dose activity change, negative = inhibition, hits mostly inhibitors | actives 0.21% (n = 410,000) | GLS enzymatic activity, qHTS titration | O94925; further: potency means the concentration at half of the fitted maximal effect; on the % scale 0 is the no-effect control and ±100 the full control effect
Target sequence (O94925 whole entry, looked up): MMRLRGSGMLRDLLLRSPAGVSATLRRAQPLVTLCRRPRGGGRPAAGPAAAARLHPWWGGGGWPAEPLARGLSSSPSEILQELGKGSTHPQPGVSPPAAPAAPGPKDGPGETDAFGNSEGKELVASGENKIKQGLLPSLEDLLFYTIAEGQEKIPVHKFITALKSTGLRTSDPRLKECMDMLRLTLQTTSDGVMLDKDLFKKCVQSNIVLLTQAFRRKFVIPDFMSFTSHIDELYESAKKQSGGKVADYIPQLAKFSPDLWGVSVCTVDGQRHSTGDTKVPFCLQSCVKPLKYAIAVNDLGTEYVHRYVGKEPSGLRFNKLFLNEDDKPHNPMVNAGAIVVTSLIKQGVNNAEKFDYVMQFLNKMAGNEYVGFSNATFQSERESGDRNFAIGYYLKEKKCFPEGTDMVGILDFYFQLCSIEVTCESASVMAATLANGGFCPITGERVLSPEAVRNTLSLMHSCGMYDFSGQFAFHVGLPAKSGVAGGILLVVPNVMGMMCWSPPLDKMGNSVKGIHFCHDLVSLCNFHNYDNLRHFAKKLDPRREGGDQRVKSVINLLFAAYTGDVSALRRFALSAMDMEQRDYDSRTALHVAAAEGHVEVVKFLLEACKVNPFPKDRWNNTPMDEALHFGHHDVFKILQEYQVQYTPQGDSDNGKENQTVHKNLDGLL
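Two-point fluorescence kinetic (t0, 30 min RT) for hKGA; glutamate detected via glutamate oxidase–HRP–Amplex Red. Substrate: 1 mM L-glutamine solution; buffer 45 mM KH2PO4, pH 8.2.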
JMJD2A Tudor – inhibitors of human JMJD2A Tudor domain; AlphaScreen JMJD2A-Tudor / H3K4me3 peptide binding; Potency, µM (doses to about 114 µM), inactives show at the top dose activity change, negative = inhibition, actives largely listed as inhibitors; actives 4.4% (n = 390,000); further: potency means the concentration at half of the fitted maximal effect; on the % scale 0 is the no-effect control and ±100 the full control effect; nearly all actives have a fitted effect of over 50% in size
G9a inh – inhibitors of human histone lysine methyltransferase G9a; G9a H3K9 monomethylation, AlphaScreen, 2 h; Potency, µM (highest dose often 102 µM), without a hit: at the top dose activity, negative = inhibition, most hits filed as inhibitors; actives 8.8% (n = 350,000); AID 504332; further: potency means the concentration at half of the fitted maximal effect; on the % scale 0 is the no-effect control and ±100 the full control effect; nearly all actives have a fitted effect of over 75% in size
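Chemiluminescent proximity detection of H3K9 monomethylation, read after 10 min bead incubation in the dark. Reaction: 20 nM G9a, 500 nM biotin-H3K9 peptide, 20 uM SAM cofactor, 2 h, room temperature, following 15 min enzyme-compound preincubation.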
Pin1 inh – human Pin1 inhibition; Q13526; Pin1 FP peptide displacement, HiFluor488, 10 min; Potency, µM (series often up to 115 µM), for the others: at the highest dose activity, negative = inhibition, actives largely listed as inhibitors; actives 0.009% (n = 390,000); AID 504891; active means well fitted inhibition curve with a large enough effect in the polarisation, with a control signal flat, not every such curve was filed as active; inconclusive means small, poorly fitted or top-dose-only effect, or effect the other way, or a change in a side signal; inactive means no such curve, though single readings can be large or run the other way; the % refers to the polarisation; further: potency means the concentration at half of the fitted maximal effect; on the % scale 0 is the no-effect control and ±100 the full control effect
BAZ2B block – inhibitors of human BAZ2B bromodomain; Q9UIF8; AlphaScreen BAZ2B-H3K14Ac peptide displacement; Potency, µM (doses to about 114 µM), for inactives: top-dose activity change, negative = inhibition, hits mostly inhibitors; actives 4.4% (n = 360,000); further: potency means the concentration at half of the fitted maximal effect; on the % scale 0 is the no-effect control and ±100 the full control effect; nearly all actives have a fitted effect of over 60% in size
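Multi-concentration screen (max 110 uM) measuring displacement of acetylated histone H3 peptide from BAZ2B by AlphaScreen, using 50 nM protein, 50 nM peptide and 10 ug/mL streptavidin donor plus Ni-chelate acceptor beads.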
HP1b binding inh – blocks HP1-beta chromodomain binding to methylated histone tails | P83916 | AlphaScreen HP1-beta / biotin-H3K9me3 peptide binding | Potency, µM (top dose mostly 114 µM), inactives show top-dose activity change, negative = inhibition, most hits filed as inhibitors | actives 0.56% (n = 390,000) | AID 540317; further: potency means the concentration at half of the fitted maximal effect; nearly all actives have a fitted effect of over 70% in size; inactives centre near 23
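Compound inhibition of the preformed complex between 50 nM HP1-beta and 50 nM biotinylated H3K9me3 peptide was read by AlphaScreen. Buffer was PBS pH 7.4 with 0.01% Tween-20. Incubations ran 30 min at room temperature, with 10 ug/mL donor/acceptor beads.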
ERG-DNA inh – ERG Ets/DNA interaction inhibition; fluorescence polarization, His-ERG Ets domain / labelled DNA; P11308; actives 0.028% (n = 370,000); Potency, µM (highest dose often 76.9 µM), for the others: top-dose FP activity, negative = inhibition, most hits filed as inhibitors; active means well fitted inhibition curve with a large enough effect in the polarisation, with a control signal flat; inconclusive means small, poorly fitted or top-dose-only effect, or effect the other way, or a change in a side signal; inactive means no such curve, though single readings can be large or run the other way; the % refers to the polarisation;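 further: polarization taken with two DNA probes labelled with fluorescein and Texas red; potency means the concentration at half of the fitted maximal effect; % of control where 0% means no effect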
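His-tagged ERG Ets domain (1 uM in the protein solution; 300mM KCl, 50mM Tris-HCl, 1mM EDTA, 1mM DTT, pH 7.5) received compound, then a probe mix of 5 nM fluorescein-DNA and 100nM Texas-615-DNA. Fluorescence polarization was read for both dyes.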
* hit, by the source's call; i = inactive; u = inconclusive; x = no result given; & = joins results of further samples; [ ] = dose if it differs, or a comment. Unless noted, the call rests on the fitted dose curve; in most records, active means well fitted curve in the direction sought with a large enough effect; inconclusive means small, poorly fitted or top-dose-only effect, or another doubt; inactive means no such curve, though single readings can be large; an effect the other way counts as inactive or inconclusive. No enrichment for hits. About 11% of those tested had a hit in this group.

(1) Cc1ccc(S(=O)(=O)CCC(=O)OCC(=O)c2cc(C)n(C)c2C)cc1
(2) N#Cc1cccc(NC(=O)c2ccc(S(=O)(=O)N3CCOCC3)cc2)c1
(3) COc1ccc(-c2[nH]ncc2CN2CCC(C(=O)c3ccc(F)cc3)CC2)cc1
(4) CN(Cc1ccccc1)c1ccc(S(=O)(=O)N2CCOCC2)cn1
(5) Cc1csc(=O)n1CC(=O)OCC(=O)Nc1cc(Cl)ccc1[N+](=O)[O-]
(6) O=C(COc1ccc(Br)cc1)Nc1ccc(NC(=O)c2ccccc2)cc1

entry no.	1	2	3	4	5	6
PI4K2A block	-4	4	3	-1	1	-8
Tb PGK inh	i	-7%	-10%	-6%	14%	-2%
GLS inhibitor	8%	-4%	-15%	7%	16%	-3%
JMJD2A Tudor	-35%	3%	-12%	-14%	-26%	2%
G9a inh	6%[12.7 µM]	-1%[12.7 µM]	u	7%	x	x
Pin1 inh	-7%	0%	-4%	-1%	-2%	-1%
BAZ2B block	u	3%	-15%	4%	u	-21%
HP1b binding inh	-10%	45%[activator]	25%	14%	-2%	32%
ERG-DNA inh	-8%	-4%	0%	2%	3%	14%

(7) COc1ccc(C(C)=O)c2c1OCCO2
(8) COc1ccc(-c2noc(CNC(=O)c3ccc4c(c3)OCO4)n2)cc1
(9) O=C(CCc1ccccc1)Nc1nc2nc(-c3ccccc3)cc(=O)n2[nH]1
(10) Cc1cc(C)c2c(N)c(C(=O)N/N=C/c3ccccc3)sc2n1
(11) CC1CCCN(c2nc3c(c(=O)[nH]c(=O)n3C)n2Cc2ccccc2Cl)C1 (stereo unspecified)
(12) CCN(CC)C(=O)CSc1nc(N)c(-c2ccccc2)c(=O)[nH]1

entry no.	7	8	9	10	11	12
PI4K2A block	8	-3	-4	-1	3	-2
Tb PGK inh	2%	-2%	1%	-6%	-14%	-10%
GLS inhibitor	-17%	-11%	10%	-3%	-3%	-3%
JMJD2A Tudor	-15%[11.4 µM]	-16%	-31%	9%	u	-5%
G9a inh	-17%[59 µM]	-2%	u	-3%[59 µM]	-13%[59 µM]	x
Pin1 inh	-1%	0%	u	-8%	-6%	-4%
BAZ2B block	-36%	4%	5%	-3%	u	-6%
HP1b binding inh	15%	-3%	22%	54%[activator]	3%	41%[activator]
ERG-DNA inh	5%	5%	-4%	-2%	12%	1%

(13) Cc1nnc(NC(=O)CSc2ccc3nnc(-c4ccccn4)n3n2)s1
(14) O=C(C1CCCCN1S(=O)(=O)c1ccccc1[N+](=O)[O-])N1CCCC1 (stereo unspecified)
(15) O=C(c1cn(-c2ccccc2)nc1-c1cccnc1)N1CCN(S(=O)(=O)c2cccc(F)c2)CC1
(16) Cc1cc(OCc2cccc(S(=O)(=O)N3CCOCC3)c2)ccc1Cl
(17) CN/C=C1\C(=O)C(C)(C)Oc2ccc3ccc(=O)oc3c21
(18) COc1ccc2c(c1)Cc1sc(NC(=O)c3ccco3)nc1-2

entry no.	13	14	15	16	17	18
PI4K2A block	3	2	-1	1	-5	u
Tb PGK inh	-1%	-2%	7%	-8%	i	1%
GLS inhibitor	-7%	-9%	-1%	0%	3%	11%
JMJD2A Tudor	79µM*	-20%	-21%	8%	-30%	-8%
G9a inh	-33%	-29%	-41%[12.7 µM]	15%[59 µM]	1%[59 µM]	56µM*
Pin1 inh	1%	6%	0%	8%	-1%	-8%
BAZ2B block	x	u	-20%	19%	-10%	-44%
HP1b binding inh	34%	60%[activator]	40%[activator]	57%[activator]	0%	16%
ERG-DNA inh	10%	14%	-2%	-10%	1%	11%

(19) O=C(CSc1nc2ccccc2nc1Cc1ccccc1F)Nc1cccc(C(F)(F)F)c1
(20) Cn1c(=O)c2c(ncn2CC(=O)N2CCN(S(=O)(=O)c3ccc(F)cc3)CC2)n(C)c1=O
(21) CCOC(=O)c1c(C)nc2ccccc2c1-c1ccccc1
(22) Cc1cc(F)ccc1NC(=O)C(C)n1c2ccccc2c2nc(=O)cc(C)n21 (stereo unspecified)
(23) COC(=O)c1cc(S(=O)(=O)N(C)C2CCCCC2)oc1C
(24) CC1CCN(CCNC(=O)C2CCN(S(=O)(=O)c3cccc4nsnc34)CC2)CC1

entry no.	19	20	21	22	23	24
PI4K2A block	-1	-1	-1	6	-1	2
Tb PGK inh	i	-4%	-1%	-4%	5%	-9%
GLS inhibitor	-4%	-8%	16%	0%	0%	8%
JMJD2A Tudor	-14%	4%	28%	9%	8%	-2%
G9a inh	10%[59 µM]	22%[59 µM]	0%[59 µM]	7%	55%[activator]	x
Pin1 inh	12%	-6%	1%	6%	1%	2%
BAZ2B block	-16%	-1%	22%	-1%	12%	3%
HP1b binding inh	43%[activator]	46%[activator]	96%[activator]	32%	34%[activator]	23%
ERG-DNA inh	-18%	-9%	6%	-2%	8%	2%

(25) CCOC(=O)N1CCN(CC(O)COc2ccccc2C(C)C)CC1 (stereo unspecified)
(26) C/C(CC(=O)Nc1cccc(Cl)c1C)=N\NC(=O)C(=O)NCC(C)C
(27) Nc1ncnc2c1ncn2[C@H]1CC[C@@H](CO)O1
(28) CCC(c1nnnn1C(C)(C)C)N1CCN(C(=O)c2ccco2)CC1 (stereo unspecified)
(29) CN(C(=O)CSc1nc2c(c(=O)[nH]1)CCC2)c1ccccc1
(30) Cc1cc(C(F)(F)F)c2c(N)c(C(=O)Nc3c(Cl)cccc3Cl)sc2n1

entry no.	25	26	27	28	29	30
PI4K2A block	5	-4	-17	4	-4	0
Tb PGK inh	6%	-3%	2%	-1%	-8%	7%
GLS inhibitor	14%	-6%	-1%&2%	2%	2%	15%
JMJD2A Tudor	-8%	u	-10%	-4%	-14%	52%[activator]
G9a inh	11%[0.501 µM]	6%[59 µM]	7%[0.501 µM]	1%	-25%	32%[59 µM]
Pin1 inh	0%	3%	-1%	-8%	-2%	18%
BAZ2B block	-12%	14%	5%	4%	6%	48%[activator]
HP1b binding inh	18%	35%	39%[activator]	27%	115%[activator]	101%[activator]
ERG-DNA inh	-5%	13%	2%	-13%	13%	3%

(31) O=C(Nc1ccc(Cl)c(Cl)c1)Nc1ccccc1NS(=O)(=O)c1cccs1
(32) CCOC(=O)Nc1nc2ccc(Cn3cccc3)cc2[nH]1
(33) COc1ccc2c(c1OC)C(=O)OC2CC(=O)c1ccc(N(C)C)cc1 (stereo unspecified)
(34) O=C(CSc1nnc(-c2ccco2)o1)NC(=O)Cc1ccccc1
(35) O=C1NC(=O)C(Cc2ccccc2)(c2ccccc2)N1 (stereo unspecified)
(36) Cc1nc(SCC(=O)Nc2ccc3c(c2)OCCO3)c2oc3ccccc3c2n1

entry no.	31	32	33	34	35	36
PI4K2A block	5	4	10	2	11	1
Tb PGK inh	-3%	i	2%	3%	8%	-2%
GLS inhibitor	9%	-13%	19%	5%	-4%	3%
JMJD2A Tudor	-3%	2%	-10%	-17%	-2%	-24%
G9a inh	5%[59 µM]	x	9%[59 µM]	u	x	78%[activator][59 µM]
Pin1 inh	-2%	0%	3%	-8%	-15%	0%
BAZ2B block	u	x	7%	79µM*	x	-6%
HP1b binding inh	21%	33%	29%	16%	7%	-3%
ERG-DNA inh	0%	-9%	-5%	-3%	-9%	7%

Another view of part of the listing above:
34) O=C(CSc1nnc(-c2ccco2)o1)NC(=O)Cc1ccccc1
  PI4K2A block = 2
  Tb PGK inh = 3%
  GLS inhibitor = 5%
  JMJD2A Tudor = -17%
  G9a inh = u
  Pin1 inh = -8%
  BAZ2B block = 79µM*
  HP1b binding inh = 16%
  ERG-DNA inh = -3%

35) O=C1NC(=O)C(Cc2ccccc2)(c2ccccc2)N1 (stereo unspecified)
  PI4K2A block = 11
  Tb PGK inh = 8%
  GLS inhibitor = -4%
  JMJD2A Tudor = -2%
  G9a inh = x
  Pin1 inh = -15%
  BAZ2B block = x
  HP1b binding inh = 7%
  ERG-DNA inh = -9%

Further compounds follow:
(37) Nn1c(-c2ccccc2)nc2ccccc2c1=O
(38) COc1ccc(N2CCN(C(=O)c3ccc4ccccc4n3)CC2)cc1
(39) COCCN(C(=O)Cc1cccs1)C(C(=O)NCc1ccc(OC)cc1)c1ccccc1 (stereo unspecified)
(40) CCOc1ccc(C2/C(=C(\O)c3ccc4c(c3)OCCO4)C(=O)C(=O)N2CCN2CCOCC2)cc1OC (stereo unspecified)
(41) CC(=O)Nc1ccc(S(=O)(=O)NCCSCc2c(Cl)cccc2Cl)cc1
(42) Cc1ccc(NS(=O)(=O)c2c(C(=O)N3CCCCCC3)c(C)n(C)c2C)cc1C
(43) COc1ccc(Br)cc1C(=O)Nc1ccccc1N1CCCC1
(44) CCCCOc1ccc(C(=O)N(Cc2ccc(C(C)C)cc2)C2CCS(=O)(=O)C2)cc1 (stereo unspecified)

entry no.	37	38	39	40	41	42	43	44
PI4K2A block	1	9	1	-4	-2	10	-5	-4
Tb PGK inh	i	-6%	-2%	0%	-3%	-4%	0%	-7%
GLS inhibitor	-16%	2%	-3%	-16%	-2%	6%	15%	3%
JMJD2A Tudor	6%	-6%	-21%	-6%	-36%	u	-28%	-18%
G9a inh	-3%	71µM*	7%[59 µM]	45µM*	-27%[59 µM]	-6%	x	3%[59 µM]
Pin1 inh	-15%	7%	3%	-16%	-6%	-1%	-2%	0%
BAZ2B block	-21%	-32%	-6%	-33%	-5%	-29%	x	-18%
HP1b binding inh	55%[activator]	12%	20%	18%	16%	-9%	28%	21%
ERG-DNA inh	0%	1%	x	11%	0%	3%	4%	6%
